MEX-5 binding = C. elegans MEX-5 TCR-2 RNA binding activity. Q9XUB2. MEX-5/FITC-TCR2 RNA binding, fluorescence polarization; stronger effect = lower value. activity score (negative = inhibition of binding), % at 10 µM. 300,000 compounds, 0.38% hits;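 active means inhibition past about -25% in most replicates, and total fluorescence under double the plate's negative control median, limit read from the data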;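 further: 0% = DMSO and -100% = 5 µM competing unlabeled TCR2 RNA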
GLD-1 RNA inh = GLD-1-TGE RNA interaction inhibition (C. elegans) | Q17339 | purified GLD-1 + fluorescein TGE RNA, fluorescence polarization | inhibition, % at 5.96 µM | 320,000 compounds, 0.44% hits | AID 2280;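 active means percent inhibition above a per-plate cutoff, the plate mean of test compounds plus 3 SD, cut at about 30% in these data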;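 further: 0% = DMSO wells with GLD-1 and probe and 100% = wells lacking GLD-1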
Fam108B counter = Fam108B inhibition, counter-screen for RBBP9 inhibitors. recombinant Fam108B, FP-Rh probe fluorescence polarization. inhibition, % at 9.51 µM. 300,000 compounds, 0.33% hits;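 active means inhibition above the screen mean inhibition plus 3 SD, computed separately per campaign, cut at about 18% in these data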;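 further: inhibitors lower polarization as less probe binds the enzyme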
Efflux pump mplx = inhibitors of Candida antifungal efflux pumps expressed in yeast. S. cerevisiae Candida pump triplex, Nile Red efflux. inhibition, % at 10 µM. 330,000 compounds, 0.44% hits. AID 485275;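 active means plate passing quality check with inhibition over a set limit, or well fluorescence over plate mean plus 4 SD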;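 further: Nile Red retained in pooled yeast measured as flow cytometry median fluorescence; 0% = buffer negative control and 100% = Enniatin B positive control; higher means more Nile Red kept so more efflux inhibition; some compounds called inactive have numbers as strong as hits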
CR mimetic SO = caloric restriction mimetics inhibiting age-related superoxide in yeast; S. cerevisiae aged cells, superoxide DHE fluorescence; stronger effect = lower value; superoxide response (% of plate mean), % at 10 µM; 330,000 compounds, 0.18% hits; AID 2690;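 active means superoxide response under a set limit, about three screen SD below normal, cut at about 65% in these data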;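 further: yeast aged for seven days with compound at 30 °C before DHE staining; 100% = average MFI of all compound-treated wells on the plate with controls excluded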
BCLXL inh = Bcl-xL (human) inhibition; GST-Bcl-xL / FITC-Bim BH3 peptide fluorescence polarization; Q07817; 320,000 compounds, 0.7% hits; inhibition, % at 10.9 µM;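 active means inhibition above the mean of all tested compounds plus 3 SD, cutoff set per campaign, cut at about 30% in these data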;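 further: 0% = DMSO wells and 100% = unlabeled Bim-BH3 peptide competitor; inhibitors lower millipolarization by displacing the labeled peptide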
Target sequence (Q07817 whole entry, looked up): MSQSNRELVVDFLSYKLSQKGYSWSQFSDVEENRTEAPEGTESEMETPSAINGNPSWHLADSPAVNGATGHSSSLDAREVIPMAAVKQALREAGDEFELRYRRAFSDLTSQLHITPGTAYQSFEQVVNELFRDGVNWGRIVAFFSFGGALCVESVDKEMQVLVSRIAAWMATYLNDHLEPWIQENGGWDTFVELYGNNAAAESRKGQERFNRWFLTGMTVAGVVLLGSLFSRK
MCL1 BIM primary = disrupts human MCL1 binding to BIM-BH3 peptide | Q07820 | GST-MCL1 / FITC-Bim-BH3 fluorescence polarization | inhibition, % at 10.9 µM | 320,000 compounds, 0.68% hits | AID 2057;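 active means inhibition above the mean inhibition of all tested compounds plus 3 SD, set per campaign, cut at about 40% in these data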;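 further: 0% = DMSO wells and 100% = unlabeled Bim-BH3 peptide control; higher means more loss of mP so more displacement of Bim peptide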
Target sequence (Q07820 whole entry, looked up): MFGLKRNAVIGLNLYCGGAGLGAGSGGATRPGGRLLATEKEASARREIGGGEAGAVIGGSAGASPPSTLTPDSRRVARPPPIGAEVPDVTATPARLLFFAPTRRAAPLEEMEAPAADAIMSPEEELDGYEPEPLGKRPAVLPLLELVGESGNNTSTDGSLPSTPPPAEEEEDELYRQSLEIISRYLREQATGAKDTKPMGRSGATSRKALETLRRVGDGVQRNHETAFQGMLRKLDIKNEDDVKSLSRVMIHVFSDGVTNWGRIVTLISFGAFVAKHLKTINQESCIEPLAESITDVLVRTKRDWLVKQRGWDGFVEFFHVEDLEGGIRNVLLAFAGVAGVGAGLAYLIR
EBNA-1 inhibitor = blocks EBNA-1 binding to DNA. EBNA-1 DNA binding, fluorescence polarization. inhibition, % at 14.8 µM. 300,000 compounds, 0.34% hits; in the data active means inhibition above about 28%
ZTA counter = counter-screen for EBNA-1 inhibitors: inhibitors of Epstein-Barr virus ZTA. 320,000 compounds, 0.15% hits. ZTA-DNA binding, fluorescence polarization. inhibition, % at 11 µM. AID 2234. P03206; in the data active means inhibition above about 33%
Target sequence (P03206 whole entry, looked up): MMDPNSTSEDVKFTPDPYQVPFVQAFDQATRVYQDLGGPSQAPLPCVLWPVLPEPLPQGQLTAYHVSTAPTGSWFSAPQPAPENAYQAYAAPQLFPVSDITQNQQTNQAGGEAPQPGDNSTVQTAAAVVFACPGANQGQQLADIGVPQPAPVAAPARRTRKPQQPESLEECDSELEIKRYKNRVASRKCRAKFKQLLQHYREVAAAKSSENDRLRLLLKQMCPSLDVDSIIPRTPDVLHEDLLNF
Starred values were filed as active, the others as inactive; . = no result given.

1) COC(=O)c1c(C(=O)OC)c(-c2ccc(OC)cc2)n2c1CS(=O)C2 (stereo not drawn)
2) CC(=O)Oc1ccc2c(=O)c(/C=N/c3cc(=O)[nH]c(=S)[nH]3)coc2c1
3) CC(=O)c1c(-c2ccc(Cl)cc2)c2ccccc2[nH]c1=O
4) Clc1ncnc2scc(-c3ccc(Br)cc3)c12
5) COc1ccc(CNC(=O)c2cc(COc3c(F)cccc3F)on2)cc1OC
Compound,1,2,3,4,5
MEX-5 binding,-1.1,-5.6,2.0,-4.2,3.7
GLD-1 RNA inh,-20,6,15,-3,5
Fam108B counter,0,6,5,2,1
Efflux pump mplx,0.3,-0.1,0.0,-0.1,0.0
CR mimetic SO,98,104,100,174,95
BCLXL inh,-3,13,5,3,5
MCL1 BIM primary,-1,13,0,9,-1
EBNA-1 inhibitor,-15,10,-4,-6,-4
ZTA counter,-9,4,-2,13,-17

Four of the entries above in order of their number in MCL1 BIM primary, highest first.
item | molecule | MCL1 BIM primary
2 | CC(=O)Oc1ccc2c(=O)c(/C=N/c3cc(=O)[nH]c(=S)[nH]3)coc2c1 | 13
4 | Clc1ncnc2scc(-c3ccc(Br)cc3)c12 | 9
3 | CC(=O)c1c(-c2ccc(Cl)cc2)c2ccccc2[nH]c1=O | 0
5 | COc1ccc(CNC(=O)c2cc(COc3c(F)cccc3F)on2)cc1OC | -1

The list continues.
6) CC(=O)Nc1ccc(N=c2cc([N+](=O)[O-])cc(Cl)n2O)cc1
7) NC(=O)C1CCN(c2ccc(C(F)(F)F)cc2[N+](=O)[O-])CC1
8) CCOC(=O)c1c(NC(=O)C(C)S(=O)(=O)c2cn(CC)c3ccccc23)sc2c1CCCC2 (stereo not drawn)
9) CCOC(=O)CSC(=S)NC(=O)c1ccc(OC)cc1
10) Cc1ccc(Cl)cc1NC(=O)COC(=O)CN1C(=O)C2CCCCC2C1=O (stereo not drawn)
Compound,6,7,8,9,10
MEX-5 binding,0.7,0.1,-1.9,-1.6,.
GLD-1 RNA inh,-4,2,0,1,1
Fam108B counter,4,-4,-5,6,.
Efflux pump mplx,0.0,-0.2,0.1,-0.1,-0.2
CR mimetic SO,111,105,76,87,98
BCLXL inh,8,1,3,6,1
MCL1 BIM primary,2,3,4,15,-6
EBNA-1 inhibitor,1,-3,5,-16,.
ZTA counter,7,11,-7,-2,6

A draw from above in order of number of heavy atoms, largest number first:
5) COc1ccc(CNC(=O)c2cc(COc3c(F)cccc3F)on2)cc1OC
6) CC(=O)Nc1ccc(N=c2cc([N+](=O)[O-])cc(Cl)n2O)cc1
3) CC(=O)c1c(-c2ccc(Cl)cc2)c2ccccc2[nH]c1=O
Compound,5,6,3
MEX-5 binding,3.7,0.7,2.0
GLD-1 RNA inh,5,-4,15
Fam108B counter,1,4,5
Efflux pump mplx,0.0,0.0,0.0
CR mimetic SO,95,111,100
BCLXL inh,5,8,5
MCL1 BIM primary,-1,2,0
EBNA-1 inhibitor,-4,1,-4
ZTA counter,-17,7,-2

(further entries)
11) Cc1cc(NC(=O)COC(=O)C2CC(=O)N(c3ccccc3)C2)no1 (stereo not drawn)
12) Cc1ccc(CNC(=O)CN(CCc2ccccc2)S(C)(=O)=O)cc1
13) COC(=O)Cc1ccc(N(Cc2ccccc2F)S(=O)(=O)c2ccc(C)cc2)cc1
14) COc1ccccc1OCc1ccc(C(=O)OCC2CCCO2)o1 (stereo not drawn)
15) Cc1cccc(NC(=O)c2cc[n+]([O-])cc2)c1C
Compound,11,12,13,14,15
MEX-5 binding,-0.4,-4.8,1.0,1.0,-0.3
GLD-1 RNA inh,-1,2,3,-4,-2
Fam108B counter,-1,0,-2,2,0
Efflux pump mplx,-0.1,-0.2,0.0,0.1,0.0
CR mimetic SO,101,96,93,92,94
BCLXL inh,0,1,4,1,4
MCL1 BIM primary,-5,8,10,4,2
EBNA-1 inhibitor,-11,11,4,-11,-10
ZTA counter,-2,9,-5,7,-10

16) C/C(=N/OCC(=O)Nc1ccc(C)cc1C)c1cccs1
17) CC1CCC/C(=C\Nc2ccccc2C(=O)O)C1=O (stereo not drawn)
18) CC(C)(C)NC(=O)C(c1ccc(OCC(N)=O)cc1)N(C(=O)c1cccnc1)C1CC1 (stereo not drawn)
19) COc1ccc(C(CC(=O)Nc2cc([N+](=O)[O-])ccc2OC)c2ccccc2)cc1 (stereo not drawn)
20) CN1CC[C@@]2([C@@]34CCN(C)C3Nc3ccccc34)c3ccccc3NC12 (stereo partly drawn)
Compound,16,17,18,19,20
MEX-5 binding,1.4,-3.8,-0.4,-0.8,2.5
GLD-1 RNA inh,-2,8,-1,-1,1
Fam108B counter,2,-2,0,-4,0
Efflux pump mplx,0.0,0.1,0.1,0.2,-0.1
CR mimetic SO,87,99,104,96,92
BCLXL inh,5,8,2,5,-1
MCL1 BIM primary,-12,6,3,8,-1
EBNA-1 inhibitor,-3,-5,-1,4,-1
ZTA counter,5,11,-2,12,-8

21) CSc1snnc1-c1ccccc1
22) COC(=O)[C@]1(C)CCC[C@@]2(C)C3CC[C@]4(OC(C)=O)C[C@@]3(CCC21)CC4=NO (stereo partly drawn)
23) CCOC(=O)c1ccc2nc(C(F)(F)F)[nH]c(=O)c2c1
24) CN=Cc1sc2ccccc2c1O
25) Cc1cccc(NC(=O)C(CCC(N)=O)NC(=O)OCc2ccccc2)c1 (stereo not drawn)
Compound,21,22,23,24,25
MEX-5 binding,-0.1,.,0.0,-4.4,-1.5
GLD-1 RNA inh,2,0,-1,-2,-5
Fam108B counter,-1,.,1,2,-2
Efflux pump mplx,0.0,0.1,0.1,0.0,0.1
CR mimetic SO,97,113,122,99,113
BCLXL inh,3,-3,9,6,3
MCL1 BIM primary,11,-2,0,9,-1
EBNA-1 inhibitor,7,.,-6,7,5
ZTA counter,4,2,5,-6,2

26) CC(C)(C)NC(=O)C(c1ccncc1)N(C(=O)CNC(=O)c1ccco1)c1ccc(F)cc1 (stereo not drawn)
27) CC(=O)C1C(=O)C=C(c2cccs2)CC1c1ccccc1 (stereo not drawn)
28) CSc1nc(NC(C)(C)C)nc(Oc2ccc(=O)n(C)n2)n1
29) Cc1ccc(C)c(S(=O)(=O)N2CCN(c3nc(-c4cccnc4)nc4ccccc34)CC2)c1
30) COc1ccc(-c2nnc3sc(COc4ccccc4)nn23)cc1
Compound,26,27,28,29,30
MEX-5 binding,1.2,-4.8,0.4,.,-0.3
GLD-1 RNA inh,-1,0,-5,2,3
Fam108B counter,-1,0,4,.,0
Efflux pump mplx,-0.2,0.2,0.0,0.0,0.0
CR mimetic SO,97,114,96,86,106
BCLXL inh,1,-2,0,-2,6
MCL1 BIM primary,0,-10,1,-9,6
EBNA-1 inhibitor,4,7,5,.,2
ZTA counter,-28,14,-8,-3,5

31) CN1CCN(CC(=O)Nc2nc3c(s2)CCCC3)CC1
32) COC(=O)C(C)NC(=S)N1CCN(c2c(F)cc3c(=O)c(C(=O)O)cn(C4CC4)c3c2OC)CC1C (stereo not drawn)
33) Cc1cc(Br)ccc1SCC(=O)OCC(=O)NC(C)c1ccccc1 (stereo not drawn)
34) CCC(=O)Nc1ccc(C(=O)NNC(=O)COc2cc(C)ccc2C)cc1
35) Cc1ccc(NC(=O)[C@@H]2CCCN2S(=O)(=O)c2ccccc2F)cc1S(=O)(=O)N1CCOCC1
Compound,31,32,33,34,35
MEX-5 binding,0.7,1.2,1.6,0.0,0.0
GLD-1 RNA inh,4,-8,-2,7,0
Fam108B counter,3,2,5,-1,-6
Efflux pump mplx,0.0,-0.1,0.0,0.1,0.1
CR mimetic SO,104,87,99,90,107
BCLXL inh,2,-3,7,3,0
MCL1 BIM primary,4,1,6,2,-7
EBNA-1 inhibitor,-3,4,7,8,5
ZTA counter,-7,-11,-3,1,15

36) COc1ccc(OC)c(S(=O)(=O)NCCC(C)C)c1
37) COc1cc(CNCc2ccccc2)c(Br)cc1OC1CCCC1
38) COc1cccc(CN(C)C(=O)c2cc(-c3cccs3)nc3ccccc23)c1
39) Cn1nc(-c2ccc(C(=O)N3CCN(Cc4ccccc4)CC3)cc2)c2ccccc2c1=O
40) CCc1ccc(NS(=O)(=O)c2ccc3[nH]cc(C(=O)N4CCc5ccccc54)c(=O)c3c2)cc1
Compound,36,37,38,39,40
MEX-5 binding,2.8,-0.2,1.9,-2.5,-3.1
GLD-1 RNA inh,1,-3,3,7,8
Fam108B counter,-4,3,2,6,-6
Efflux pump mplx,0.3,0.1,-0.1,0.1,-0.1
CR mimetic SO,106,112,84,100,100
BCLXL inh,1,6,4,6,3
MCL1 BIM primary,0,2,4,4,6
EBNA-1 inhibitor,8,-10,7,0,5
ZTA counter,-11,-3,1,-1,-6

41) CN1CCN(C(=O)C2=C[C@H](C(C)(C)C)C[C@H](OCCCCO)O2)CC1
42) COC(=O)c1cc(C(=O)OCC(=O)Nc2cc(C)on2)cc([N+](=O)[O-])c1
43) CCOc1ccc(NS(=O)(=O)c2ccc(Cl)c(C(=O)N(C)Cc3cccnc3)c2)cc1
44) O=C(O)c1ccc(C2SCC(=O)N2Cc2ccco2)cc1 (stereo not drawn)
45) O=C(NCC(O)COc1ccc([N+](=O)[O-])cc1)c1ccccc1 (stereo not drawn)
Compound,41,42,43,44,45
MEX-5 binding,-4.6,-1.3,.,1.6,2.1
GLD-1 RNA inh,-3,5,1,0,6
Fam108B counter,-6,9,.,0,0
Efflux pump mplx,0.2,0.1,-0.1,0.0,0.0
CR mimetic SO,104,98,94,98,96
BCLXL inh,4,5,5,6,15
MCL1 BIM primary,6,5,9,0,14
EBNA-1 inhibitor,3,-9,.,-2,7
ZTA counter,9,-8,-4,-2,6

46) CNC(=O)c1nnn(-c2ccccc2)c1C(=O)NC
47) Cn1c(SCc2ccc(Cl)cc2)nnc1C1CC1
48) O=S(=O)(c1cnc[nH]1)N1CCN(c2ccccc2)CC1
49) CCOc1ccc(CNc2ncc(-c3ccccc3)n2C)cc1
50) Cc1nc(SCC(=O)Nc2ccc(CN3CCCC3)cc2)c2c(C)c(C)sc2n1
51) COc1cccc(C(=O)Nc2cc([N+](=O)[O-])ccc2N2CCN(C)CC2)c1
Compound,46,47,48,49,50,51
MEX-5 binding,3.3,0.5,1.5,-3.6,.,0.5
GLD-1 RNA inh,4,4,-1,-4,-3,3
Fam108B counter,-1,-4,-2,0,.,-6
Efflux pump mplx,0.1,-0.2,0.1,-0.3,0.5,-0.1
CR mimetic SO,90,95,93,105,116,96
BCLXL inh,3,4,5,1,1,2
MCL1 BIM primary,5,3,6,1,6,5
EBNA-1 inhibitor,3,2,1,5,.,10
ZTA counter,-8,3,-6,15,-7,1

Bioassay records from PubChem.
